HepG2 viability: HepG2 cytotoxicity, counter-screen for TGF-b inhibitors. HepG2 CAGA-GFP viability, ATP luminescence, 18 h. Potency, µM (top dose mostly 46.1 µM), inactives show top-dose activity change, negative = cytotoxicity, actives largely listed as cytotoxic. hit rate 0.76% among 410,000; note: potency is the fitted concentration of half-maximal effect; some results filed as inactive show a strong effect at the top dose
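HepG2 CAGA-GFP cells (1000/well, DMEM with 1% FBS) received compound, then TGF-beta at 500 pg/mL final, and were incubated 18 hours at 37 degrees C. Viability was read by CellTiter-Glo luminescence. Media-only wells were set as complete cell-killing and DMSO as no toxicity.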
IL1B secr inh: inflammasome signaling inhibition, IL-1 beta readout. hit rate 4.7% among 360,000. THP-1 LPS/ATP IL-1B secretion, AlphaLISA, 16 h; stronger effect = lower value. activity change, % at 57.5 µM; in the data active = activity change below about -50%; inconclusive = mostly about -30% to -49%; note: % is set by controls: 0 for no effect and ±100 for the full control effect
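Secreted IL-1B measured by AlphaLISA bead assay after 16 h compound exposure of THP-1 cells; compounds (final up to 57.5 uM) added 1 h before LPS (250 ng/mL) and ATP (1.25 mM) stimulation; lower signal means less secretion.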
KB-3-1 tox: KB-3-1 parental cell cytotoxicity | KB-3-1 viability, CellTiter-Glo ATP luminescence, 72 h | hit rate 1.4% among 400,000 | AID 1347075 | Potency, µM (highest dose often 46.1 µM), for inactives: top-dose activity change, negative = cytotoxic, hits mostly cytotoxic; note: potency is the fitted concentration of half-maximal effect; % is set by controls: 0 for no effect and ±100 for the full control effect; nearly all actives have a fitted effect of over 60% in size
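KB-3-1 cells, DMEM (no phenol red) + 10% FBS; compound by pin transfer, 72 h, 37 °C. Readout: CellTiter-Glo luminescence after 10 min. Data normalized, curve-fitted.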
ATXN viability: viability counter-screen for ATXN expression inhibitors; S2 cells (HEK-293 line with an ATXN2-luciferase reporter) viability, CellTiter-Fluor protease fluorescence, 24 h; Potency, µM (doses to about 56.7 µM), most hits filed as cytotoxic; hit rate 0.49% among 400,000; AID 651635; note: potency is the fitted concentration of half-maximal effect; nearly all actives have a fitted effect of over 40% in size
MCF10A rereplic: induces DNA re-replication in MCF 10a normal breast cells; MCF 10A DNA re-replication, Hoechst nuclear intensity, 48 h; Potency, µM (titrated, usually from 46.1 µM), for the others: at the highest dose activity, positive = re-replication, usual class: activators; hit rate 2.9% among 350,000; note: potency is the fitted concentration of half-maximal effect; % of control where 0% means no effect; nearly all actives have a fitted effect of over 50% in size
HT1080NT lethal: kills 2HG-producing HT-1080-NT fibrosarcoma cells. HT-1080-NT fibrosarcoma viability, CellTiter-Glo ATP luminescence, 48 h. Potency, µM (highest dose often 46.1 µM), for inactives: top-dose activity, negative = less viability, usual class: cytotoxic. hit rate 1.6% among 360,000. AID 686970;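 note: NT is the 2HG producing partner of a matched IDH1 knockdown line; potency is the fitted concentration of half-maximal effect; 0% = DMSO-treated cells and -100% = media-only wells without cells; nearly all actives have a fitted effect of over 55% in size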
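HT-1080-NT; 750 cells/well; 5% FBS RPMI; 48 h compound, 37 degrees C; CellTiter-Glo luminescence; curve fitting and curve-class assignment.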
ATXN2 expr inh: ATXN2 expression inhibition; HEK-293 ATXN2-luciferase reporter, luminescence, 24 h; Potency, µM (top dose mostly 57 µM), for the others: at the top dose activity change, negative = inhibition, hits mostly inhibitors; hit rate 0.72% among 360,000; AID 1745845; note: potency is the fitted concentration of half-maximal effect; % is set by controls: 0 for no effect and ±100 for the full control effect; nearly all actives have a fitted effect of over 55% in size
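qHTS (up to 57 uM final) was run with 24 h compound exposure of reporter cells at 37 °C. Each well was multiplexed: SteadyGlo luminescence measured ATXN2-luciferase expression after a fluorogenic Gly-Phe-AFC viability readout (25 uM final).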
HT1080 IDH1KD tx: toxicity to HT-1080 IDH1 knockdown cells (counter line); HT-1080 IDH1 knockdown viability, ATP luminescence, 48 h; Potency, µM (highest dose often 46.1 µM), for inactives: at the highest dose activity, negative = toxicity, actives largely listed as cytotoxic; hit rate 2% among 360,000; AID 686971;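 note: potency is the fitted concentration of half-maximal effect; 0% = DMSO wells and -100% = cell-free medium wells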
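CellTiter-Glo luminescence after 48 h compound exposure at 37 degrees C of IDH1-knockdown HT-1080 cells in 5% FBS RPMI. %Activity scaled between DMSO wells and cell-free media wells, with curves fitted and assigned curve classes.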
SW480 rerep: inducers of DNA re-replication in SW480 colon cancer cells; SW480 DNA re-replication, Hoechst DNA content imaging, 48 h; Potency, µM (highest dose often 46.1 µM), for inactives: top-dose re-replication activation, actives largely listed as activators; hit rate 1.8% among 340,000; AID 624297; note: potency is the fitted concentration of half-maximal effect; % of control where 0% means no effect; nearly all actives have a fitted effect of over 55% in size
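Readout is total intensity of Hoechst-stained nuclei, excited at 405 nm and collected at 500-530 nm. Compound treatment lasted 48 hr at 37 C in 5% CO2 before staining.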
An asterisk follows results filed as active; i = inactive; ? = inconclusive; . = no result given; [ ] = remark or other dose. Unless noted, calls come from the whole dose curve; as a rule, active = well fitted curve in the direction sought with a large enough effect; inconclusive = small, poorly fitted or top-dose-only effect, or another doubt; inactive = no such curve, though single readings can be large; an effect the other way counts as inactive or inconclusive.

entry	Molecule	HT1080 IDH1KD tx	IL1B secr inh	ATXN viability	KB-3-1 tox	MCF10A rereplic	SW480 rerep	HT1080NT lethal	HepG2 viability	ATXN2 expr inh
1	CN(C)CCN(C(=O)c1ccc2c(c1)CCCC2)c1nc2cc3c(cc2s1)OCCO3	1.4%	-57.7*	i	.	?	2.9%	1.4%	-28.9%	5.9%
2	O=C(CCCOc1ccccc1)N1CCCCC1	-2.0%	-10.5	i	1.7%	18.8%	2.7%	-1.8%	-3.2%	11.2µM*
3	Cc1ccc(C(=O)Nc2nc3ccccc3c(=O)s2)cc1	7.94µM*	-93.8*	i	6.6%	0.4%	-4.0%	?	-39.6%	1.3%
4	CNc1nc2ccccc2n(C)c1=O	-0.9%	-0.8	i	8.8%	5.0%	-4.6%	9.5%	-42.4%	10.1%
5	COc1ccc(CCNC(=O)C2CCN(S(=O)(=O)c3ccc(OC)cc3)CC2)cc1	1.5%	-7.0	i	-3.3%	4.0%	-17.4%	1.0%	-34.1%	?
6	CCOC(=O)c1ccc(NC(=O)C2Cc3ccccc3C(=O)O2)cc1 (stereo unspecified)	.	.	i	-3.7%	.	.	.	6.1%	7.6%
7	COc1ccc(C(CNC(=O)c2cc3ccccc3cc2OC)N2CCCC2)cc1 (stereo unspecified)	-0.4%	-0.3	?	0.9%	8.5%	2.1%	-0.9%	-24.6%	-4.6%
8	O=S(=O)(Nc1ccc(-n2cnnn2)cc1)c1cccc(Cl)c1	-1.1%	-5.9	i	1.9%	11.6%	6.5%	0.5%	-3.6%	2.0%
9	Cc1cc(C)n(Cc2ccc(F)cc2)c(=O)c1C#N	-2.3%	-5.4	i	2.9%	-3.7%	-5.5%	-1.1%	-12.1%	-0.9%
10	CCC(=O)Nc1c2c(nn1-c1ccccc1C)CSC2	17.9%	31.5	i	8.0%	-6.1%	1.4%	3.4%	-2.9%	-13.8%
11	O=C(Nc1ccccc1)c1cc([N+](=O)[O-])ccc1NCc1cccnc1	-4.5%	-9.6	i	2.5%	-0.3%	1.3µM*	-12.1%	-14.3%	.
12	CCCOc1ccc(C(=O)NCC(c2ccc(OC)cc2)N2CCCCC2)cc1 (stereo unspecified)	.	.	i	-3.2%	.	.	.	-20.5%	11.5%
13	CCOc1ccc(C(F)(F)F)cc1NC(=O)COc1ccc(C(F)(F)F)cc1[N+](=O)[O-]	7.2%	-7.8	i	13.3%	5.2%	-0.9%	12.7%	0.4%	-9.8%
14	Cc1ccc2nc(-c3ccc(C)s3)c(Nc3ccc4c(c3)OCCO4)n2c1	.	.	i	-0.4%	.	.	.	-16.9%	86.9%[activator]
15	Cn1c(N/N=C/c2cccs2)cc(=O)n(C)c1=O	0.3%	39.2	i	13.7%	-9.2%	-30.6%[inhibitor]	-0.7%	0.0%	8.2%
16	C[C@H](O)[C@@H]1C(=O)N2CCc3ccc(-c4ccccc4)cc3[C@@H]2C[C@@H]1N(C)C(=S)Nc1ccc(F)cc1	-21.2%	18.3	?	?	.	.	-23.1%	-25.6%	?
17	CN(C)CCCN1c2ccccc2Sc2ccc3ccccc3c21	?	-101.9*	i	?	?	?	-17.0%	-73.4%	-5.5%
18	O=C1C(=Cc2ccccn2)CCc2ccccc21	?	-108.3*	?	?	.	.	?	12.6µM*	.
19	COc1ccc(C(=O)NC(=S)Nc2cccnc2)cc1[N+](=O)[O-]	26.3%	4.4	i	10.4%	1.8%	-0.2%	0.3%	2.7%	3.5%
20	COCCN1C(=O)C(=O)/C(=C(/O)c2ccc(S(=O)(=O)N3CCCCC3)cc2)C1c1ccc(OC)c(OC)c1 (stereo unspecified)	14.8%	5.2	?	9.5%	-1.4%	-0.1%	12.3%	0.1%	-5.0%
21	Fc1ccccc1-c1csc(-c2cccnc2)n1	-3.0%	36.8	i	7.0%	-0.8%	4.8%	-1.0%	-11.2%	60.9%[activator]
22	CC(OC(=O)CNC(=O)C12CC3CC(CC(C3)C1)C2)C(=O)Nc1ncc(Cl)cc1Cl (stereo unspecified)	1.6%	0.0	i	-15.8%	-0.6%	-0.9%	12.2%	-3.2%	-4.4%
23	CC1(C)c2[nH]c3ccccc3c2C[C@@H]2C(=O)N(c3cc(F)ccc3F)C(=O)N21	.	.	i	-1.0%	?	0.6%	.	-21.8%	0.3%
24	NC(=S)NN=C(Cc1ccccc1)Cc1ccccc1	-27.1%	-12.8	?	?	12.9%	-3.6%	-19.9%	-46.1%	-27.5%
25	COc1ccc(C(=O)N(Cc2ccc(N(C)C)cc2)C2CCS(=O)(=O)C2)cc1 (stereo unspecified)	12.4%	-13.4	i	-10.3%	0.2%	-2.7%	4.3%	0.3%	3.9%

Whole records as entered above.
`C[C@H](O)[C@@H]1C(=O)N2CCc3ccc(-c4ccccc4)cc3[C@@H]2C[C@@H]1N(C)C(=S)Nc1ccc(F)cc1` is entered as HT1080 IDH1KD tx: -21.2%; IL1B secr inh: 18.3; ATXN viability: ?; KB-3-1 tox: ?; MCF10A rereplic: .; SW480 rerep: .; HT1080NT lethal: -23.1%; HepG2 viability: -25.6%; ATXN2 expr inh: ?
`Cc1ccc(C(=O)Nc2nc3ccccc3c(=O)s2)cc1` is entered as HT1080 IDH1KD tx: 7.94µM*; IL1B secr inh: -93.8*; ATXN viability: i; KB-3-1 tox: 6.6%; MCF10A rereplic: 0.4%; SW480 rerep: -4.0%; HT1080NT lethal: ?; HepG2 viability: -39.6%; ATXN2 expr inh: 1.3%

Next records.
entry	Molecule	HT1080 IDH1KD tx	IL1B secr inh	ATXN viability	KB-3-1 tox	MCF10A rereplic	SW480 rerep	HT1080NT lethal	HepG2 viability	ATXN2 expr inh
26	Cc1ccc[n+](C(C)C(=O)Nc2ccc([N+](=O)[O-])cc2C)c1 (stereo unspecified)	-17.4%	-16.4	i	-0.9%	4.6%	?	-10.8%	0.0%	0.0%
27	COCCN(C(=O)COC(=O)COc1ccc(Cl)c(C)c1)c1c(N)n(Cc2ccccc2)c(=O)[nH]c1=O	-3.4%	5.1	i	?	11.5%	1.5%	0.9%	1.0%	-4.8%
28	CCCSc1oc(-c2ccco2)nc1S(=O)(=O)c1ccccc1	-2.1%	-1.3	i	-3.8%	0.9%	-2.3%	10.2%	3.6%	-7.5%
29	OCCNC(=S)NC1CCCCC1	-0.1%	12.1	i	-0.7%	-1.3%	-5.9%	1.7%	-13.9%	-4.0%
30	Cc1oc2c(c1C(=O)Nc1ccccc1Br)C1=NCCN1C=N2	.	.	i	-7.4%	.	.	.	-6.7%	-21.6%
31	COc1cccc2c1C(=O)c1c(O)c3c(c(O)c1C2=O)C[C@@](O)(C(=O)CO)C[C@@H]3O[C@H]1C[C@H](N)[C@H](OC2CCCCO2)[C@H](C)O1 (stereo partly specified)	.	.	.	?	-17.7%	-6.9%	.	-14.5%	1.53µM*
32	CCn1c2ccccc2c2cc(NC(=S)N3CCOCC3)ccc21	?	-11.0	?	-7.4%	?	12.9%	-25.1%	-17.9%	-28.2%
33	c1ccc2c(c1)nc1n2CCN1	8.1%	12.8	i	0.9%	-4.9%	2.8%	5.6%	-0.8%	3.9%
34	Cc1nnc(SCC(=O)Nc2cc(-c3cc(C)c(C)cc3C)nn2-c2ccccc2)s1	-22.0%	-11.0	?	?	3.3%	?	-13.0%	-8.6%	.
35	N/C(=N\c1nc2ccccc2o1)NC(=O)c1ccc([N+](=O)[O-])cc1	12.1%	-6.4	?	-3.0%	-0.4%	-1.2%	16.6%	17.6%	?
36	C[C@H](O)Cc1cc2ccccc2c(=O)o1	2.4%	3.8	i	-3.2%	2.91µM*	1.1%	2.4%	-6.9%	3.1%
37	COc1ccc(C)cc1NC(=O)C(=O)c1cn(CC(=O)N2CCCC2)c2ccccc12	2.5%	-0.2	i	-11.2%	-3.8%	-2.8%	-3.2%	15.9%	-15.7%
38	CCOC(=O)c1cccc(NC(=O)COc2nsnc2N2CCOCC2)c1	-1.9%	-3.6	i	-11.7%	22.8%	-5.7%	-10.3%	-5.6%	-20.4%
39	O=C(c1ccc2ccccc2c1)C1CCCN(C(=O)c2noc3c2CCCC3)C1 (stereo unspecified)	-12.9%	-71.5*	i	-4.3%	?	-5.6%	-12.5%	-24.6%	?
40	Oc1c(C=Nc2cccc3nsnc23)ccc2ccccc12	?	5.8	i	11.3%	12.3%	2.7%	?	-34.7%	-3.6%
41	CCC(C)(C)C(=O)Nc1cc([N+](=O)[O-])ccc1F	0.0%	-13.5	i	-8.7%	-8.5%	1.5%	0.1%	-108.6%	-9.4%
42	Cc1cc(N2CCOCC2)nc2ccc(NC(=S)NCc3ccc4c(c3)OCO4)cc12	0.4%	-12.0	i	14.3%	?	0.9%	-1.3%	-32.0%	?
43	CC1=C(C(=O)Nc2ccccc2C)C(c2sccc2C)n2ncnc2N1 (stereo unspecified)	.	.	i	-1.2%	.	.	.	0.4%	1.9%
44	Cc1ccsc1/C=N/NC(=O)c1ccc2c(c1)OCCO2	-12.7%	-5.2	i	6.5%	-0.7%	-79.2%[inhibitor]	-6.0%	37.1%	-36.4%
45	COc1ccc(C)cc1NS(=O)(=O)c1ccc(NC(=O)CN(c2cc([N+](=O)[O-])ccc2C)S(C)(=O)=O)cc1	?	-22.9	i	-28.2%	22.2%	?	?	5.7%	-23.7%
46	Cc1ccccc1NC(=O)c1cn2c(nc3ccccc32)c(C#N)c1C	16.4%	-19.0	i	0.1%	0.5%	18.5%	26.9%	5.2%	-0.4%
47	COC(=O)c1nc2nc(C)cc(C(F)(F)F)n2n1	14.7%	0.0	i	-2.7%	11.1%	-24.9%	2.8%	-2.5%	-0.1%
